High-throughput results as filed in PubChem BioAssay.
miR-122 sensor: miR-122 Renilla sensor signal increase in Huh7, primary screen, miR-122 inhibitor project, cell-based, single point, plate reader | Huh7 miR-122 Renilla luciferase sensor, 48 h; neutral wells = 0, positive control = 100 | activation (reporter increase), % at 12.5 µM | 340,000 compounds, 0.3% hits | AID 602342, 2012;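 active means mean replicate activation score at least 90 and every replicate individually at or above 90; inconclusive means only one of the two criteria met; inactive means neither criterion met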;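 further: higher luciferase means less miR-122 activity so hits act as miR-122 inhibitors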
INS-1E GSIS act: GLuc luminescence reporter in INS-1E cells, primary screen for activators of glucose-dependent secretion of insulin; INS-1E GLuc reporter insulin secretion, 2-3 h; activation, % at 16.6 µM; 370,000 compounds, 0.61% hits; AID 743287, 2014;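 active means lowest replicate activation of at least 40%, so every replicate reaches that level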;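 further: 0% = median of neutral control wells and 100% = median of IBMX positive control wells; some compounds called inactive have numbers as strong as hits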
CFTR F508del cor: F508del CFTR correction, initial screen, CFBE line, single point; CFBE cells, YFP halide quenching; stimulated with forskolin plus potentiator P3; % fluorescence drop versus neutral controls; activity (quench increase), % at 7.58 µM; AID 720511, 2013; 350,000 compounds, 0.36% hits;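 active means mean added fluorescence quench of at least 8% versus neutral control, with both replicates also reaching 8%; inconclusive means only one of the mean or replicate conditions met; inactive means mean below 8% and not both replicates reaching 8%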;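 further: cells transiently co-express mutant CFTR-F508del with the halide-sensitive YFP; corrector assay measuring rescue of mutant channel to the surface after 24 h compound exposure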
EWS-Fli block: EWS/Fli-driven NR0B1 reporter inhibitors, primary screen, A673 cells, NR0B1 luciferase, luminescence, MLPCN library; inhibition, % at 12.6 µM; 350,000 compounds, 0.67% hits; viability-normalised;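 active means mean inhibition of at least 50% after viability correction, with every replicate also passing that limit; inconclusive means mean reaches 50% but only one of two replicates passes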;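 further: firefly luciferase signal divided by Alamar Blue viability fluorescence both relative to DMSO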
PAX8 reporter: inhibitors of PAX8-driven TPO luciferase reporter, primary screen, RMG-I cells, single concentration. SteadyGlo, 24 h. inhibition, % at 12.6 µM. 360,000 compounds, 1.2% hits. AID 652154, 2013;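 active means mean replicate inhibition at least 60% with every replicate also reaching 60%; inconclusive means only one of the two criteria is met; inactive means mean below 60% and not all replicates reaching 60%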;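 further: luciferase light reporting Pax8 driven TPO promoter activity; plate controls were median of neutral control wells for no effect and mitoxantrone controls for full effect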
DENV2 CPE rescue: inhibitors of DENV2 cytopathic effect, primary screen, cell-based, plate reader, single concentration; DENV2-infected cells, cytopathic effect rescue; CPE inhibition, % at 9.99 µM; 350,000 compounds, 1.7% hits; AID 651640, 2012; in the data active means CPE inhibition above about 20%, passing the limit was not always enough; inconclusive means no clear call, values can overlap the other calls; tested in BHK-21 cells;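 further: 0% = median of neutral control wells and 100% = median of positive control wells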
FN deposit inh: inhibitors of fibronectin matrix deposition, primary screen, AH1F cells, Alexa488-fibronectin fluorescence, plate reader. inhibition, % at 12.6 µM. AID 743247, 2014. 350,000 compounds, 0.086% hits. AH1F fibroblasts, overnight;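 active means mean inhibition across replicates of 30% or more, regardless of how many single replicates reach that level; inconclusive means mean under 30% yet at least half of replicates reach 30%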;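 further: positive control wells lacked labelled fibronectin entirely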
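Assay system: AH1F fibroblast monolayer, labelled fibronectin deposition. Amount: 10000 cells per well. Also added: labelled fibronectin 24 nM. Compound: single-point pinned compound. Incubation: cell attachment 1 h, compound and FN exposure overnight. Detection: fluorescence after three HBSS washes, excitation 485 nm, emission 525 nm. Read-out: inhibition of fibronectin deposition signal.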
* = called active by the depositor; ? = inconclusive; nt = not tested or not shown; & = joins results of further samples; [ ] = remark or other dose.

Structure	CFTR F508del cor	INS-1E GSIS act	FN deposit inh	PAX8 reporter	DENV2 CPE rescue	miR-122 sensor	EWS-Fli block
C[C@H](CO)N1C[C@H](C)[C@@H](CN(C)Cc2ccc(C(=O)Nc3ccccc3N)cc2)Oc2c(NC(=O)Nc3ccc(F)cc3)cccc2C1=O	-0.5	12	-7	26	1	nt	0
C[C@@H]1CN([C@H](C)CO)C(=O)c2cc(NC(=O)Nc3ccccc3)ccc2O[C@@H](C)CCCCO[C@H]1CN(C)Cc1ccncc1	-2.4	-13	2	9	4	-2[16.7 µM]	nt
c1ccc(CCNCC2COc3ccccc3O2)cc1 (stereo not drawn)	-1.7	-21	1	0	5	3	-15
O=C(Nc1nc2ccccc2[nH]1)c1cccc(S(=O)(=O)N2CCOCC2)c1	nt	35	3	-31	nt	nt	nt
CCN1CCN(CCCNC(=O)c2ccc3c(=O)n(CCc4ccccc4)c(=O)[nH]c3c2)CC1	-1.2	-7	12	2	17	2	29
CC1=NN(c2nc(N)nc(/C(C#N)=C/c3ccc([N+](=O)[O-])o3)n2)C(C)(C)C1	-6.2	nt	-3	-9	-4	nt	70*
COc1ccccc1-c1nc(SCC(=O)N(C)c2ccccc2)c2c(=O)n(C)c(=O)n(C)c2n1	-0.2	3	-3	9	-3	-3	5
CCOC(=O)N1CCN(C(=S)NC)CC1	nt	nt	-2	0	nt	3	nt
CCn1c(SCC(=O)N2CCN(c3ccccc3)CC2)nc2c(c1=O)SC(C)C2 (stereo not drawn)	-0.7	0	2	22	2	5	-3
Cc1c(N2C(=O)CSC2c2ccccc2)c(=O)n(-c2ccccc2)n1C (stereo not drawn)	-0.7&0.6	7	7	1&14	11&2	nt	-6&-11
Cc1cccc2c1-c1sc(C(=O)N3CCc4ccccc4C3)cc1CO2	-2.8	-7	-6	-26	4	4	-6
O=C(CCNS(=O)(=O)c1cccs1)N1CCN(c2ccc(F)cc2)CC1	-0.2	7	-1	31	-7	-1	9
COC(=O)c1cc(=O)nc(NNC(C)=O)s1	-2.6	17	7	14	-4	nt	-11
COC(=O)Cn1c(CN(Cc2ccccc2)Cc2ccccc2)nc2c1c(=O)[nH]c(=O)n2C	1.0	-34	nt	nt	nt	3	5
COc1ccc(/C=N/N=C2/NC(=O)C(CC(=O)NC(N)=O)S2)cc1 (stereo not drawn)	-0.2	26	8	-9	1	nt	5
O=C(N[C@H]1CC[C@H](CCn2cc(-c3ccccn3)nn2)O[C@H]1CO)c1cccnc1	3.1	11	nt	-15	2	nt	1
CCCOc1ccc(C2NC(=O)CCC2[N+](=O)[O-])cc1 (stereo not drawn)	-0.5	-5	-2	16	6	-2	3
O=C1[C@@H]2Cc3c([nH]c4ccccc34)C(c3cccc(Br)c3)N2C(=O)CN1C1CCN(Cc2ccccc2)CC1 (stereo partly drawn)	-1.1	-5	-3	91*	-1	-1	20
CCOc1cc2[nH]c(=S)n(CC3CCCN3CC)c(=O)c2cc1OCC (stereo not drawn)	nt	nt	-3	10	nt	-6	nt
COc1ccc(C(CCNCc2ccc(OC(C)C)cc2)C(C)C)cc1 (stereo not drawn)	-1.9	-27	-2	0	-26	-8	70*
O=C(C1CCCN(S(=O)(=O)c2ccc(Br)cc2)C1)N1CCOCC1 (stereo not drawn)	-5.2	17	-4	17	-5	-3	nt
Fc1cccc(NC(=S)N2CCN(c3ccccn3)CC2)c1	-2.7	-7	1	-12	2	7	-14
C/C=C/c1ccc([C@H]2[C@@H](CO)N3C(=O)CN(S(=O)(=O)c4ccccc4)C[C@@H]23)cc1	3.4	-19	-7	nt	-4	nt	2
C[C@@H]1CN([C@H](C)CO)C(=O)c2cc(NC(=O)c3ccccc3)ccc2O[C@@H](C)CCCCO[C@@H]1CN(C)S(=O)(=O)c1ccc(F)cc1	-1.1	-9	4	0	98*	-2[16.7 µM]	9
Cc1cc(C)n2nc(C(=O)OCC(=O)Nc3ccc(C)c(S(=O)(=O)N4CCOCC4)c3)nc2n1	2.8	-5	2	nt	3	nt	3
COc1ccc(C(C)=O)cc1CSc1nnc(C)n1-c1ccccc1	nt	9	-1	11	nt	-1	nt
O=C(CN1C(=O)S/C(=C\c2ccc(C(=O)O)cc2)C1=O)Nc1ccccc1	0.0	-3	2	40	1	3	8
CCOC(=O)c1ccc(-c2ccc(/C=N/NC(=O)Cc3nnc(N)s3)o2)cc1	-0.1	-5	-6	-58	-2	nt	-81
CCOC(=O)/C(=C\c1ccccc1)C(=O)CCN1CCOCC1	-1.3	-13	-1	nt	7	-2	0
O=C(C[C@@H]1CC[C@@H](NC(=O)c2cccnc2)[C@@H](CO)O1)NCCN1CCCCC1	6.8	15	-8	8	5	nt	-1

Reformatted: results already given
Below each SMILES: CFTR F508del cor | INS-1E GSIS act | FN deposit inh | PAX8 reporter | DENV2 CPE rescue | miR-122 sensor | EWS-Fli block
> COC(=O)c1cc(=O)nc(NNC(C)=O)s1
→ -2.6 | 17 | 7 | 14 | -4 | nt | -11
> COC(=O)Cn1c(CN(Cc2ccccc2)Cc2ccccc2)nc2c1c(=O)[nH]c(=O)n2C
→ 1.0 | -34 | nt | nt | nt | 3 | 5
> COc1ccc(/C=N/N=C2/NC(=O)C(CC(=O)NC(N)=O)S2)cc1 (stereo not drawn)
→ -0.2 | 26 | 8 | -9 | 1 | nt | 5
> O=C(N[C@H]1CC[C@H](CCn2cc(-c3ccccn3)nn2)O[C@H]1CO)c1cccnc1
→ 3.1 | 11 | nt | -15 | 2 | nt | 1
> CCCOc1ccc(C2NC(=O)CCC2[N+](=O)[O-])cc1 (stereo not drawn)
→ -0.5 | -5 | -2 | 16 | 6 | -2 | 3
> O=C1[C@@H]2Cc3c([nH]c4ccccc34)C(c3cccc(Br)c3)N2C(=O)CN1C1CCN(Cc2ccccc2)CC1 (stereo partly drawn)
→ -1.1 | -5 | -3 | 91* | -1 | -1 | 20

2 compounds from above with just EWS-Fli block and INS-1E GSIS act.
molecule | EWS-Fli block | INS-1E GSIS act
C[C@@H]1CN([C@H](C)CO)C(=O)c2cc(NC(=O)c3ccccc3)ccc2O[C@@H](C)CCCCO[C@@H]1CN(C)S(=O)(=O)c1ccc(F)cc1 | 9 | -9
Cc1cc(C)n2nc(C(=O)OCC(=O)Nc3ccc(C)c(S(=O)(=O)N4CCOCC4)c3)nc2n1 | 3 | -5

Next section.
Structure	CFTR F508del cor	INS-1E GSIS act	FN deposit inh	PAX8 reporter	DENV2 CPE rescue	miR-122 sensor	EWS-Fli block
C=CCn1c(=S)[nH]c2cc(-c3ccccc3)sc2c1=O	-0.2	-2	-6	-51	-3	-3	-34
C[C@H](c1ccccc1)N1C[C@@H](COCc2ccccc2)Oc2cccc(N3CCCCC3)c2S1(=O)=O	-1.1	-31	-3	13	-8	nt	10
C[C@@H]1CCCCO[C@H](CN(C)C(=O)NC2CCCCC2)[C@H](C)CN([C@@H](C)CO)C(=O)c2cc(NS(=O)(=O)c3ccc(Cl)cc3)ccc2O1	5.2	-17	-19	80*	1	-1[16.7 µM]	-5
CCN1[C@H](C(=O)N(C)C)[C@@H](CO)[C@@H]2Cn3c(ccc(-c4cccc(C(=O)N(C)C)c4)c3=O)[C@@H]21	nt	7	nt	nt	4	nt	1
CCCC(=O)Nc1ccc2c(c1)C(=O)N(C)C[C@@H](OC)[C@H](C)CN(C(=O)Cc1ccccn1)[C@H](C)CO2	-0.1	17	-2	23	nt	-15[16.7 µM]	-2
O=C(Nc1ccnn1C1CCN(Cc2ccn[nH]2)CC1)c1ccccc1	-2.1	5	nt	3	-3	-2	-1
O=C(N/N=C/c1cccs1)C(O)c1ccccc1 (stereo not drawn)	-2.0	7	-10	-18	-1	197*	-3
CNC(=O)C[C@@H]1CC[C@H]2[C@@H](COc3ccc(NC(=O)c4cnccn4)cc3C(=O)N2C)O1	1.4	3	-14	-24	-5	29[16.7 µM]	2
C[C@H](CO)N1C[C@H](C)[C@@H](CN(C)C(=O)c2ccncc2)OCCCC[C@H](C)Oc2ccc(NC(=O)C3CCCCC3)cc2C1=O	0.0	1	nt	5	nt	10[16.7 µM]	-3
CCCNC(=O)[C@@H]1[C@@H](CO)[C@@H]2Cn3c(ccc(/C=C/c4ccccc4)c3=O)[C@H]1N2C(=O)c1ccccc1	-2.1	-5	nt	nt	1	19[16.7 µM]	4
O=C(Cc1ccncc1)NCC[C@@H]1CC[C@@H](NC(=O)C2CCOCC2)[C@@H](CO)O1	-0.5	2	10	-12	-11	nt	2
COc1ccc(CCN2CCC(CN3C(=S)NC[C@@H]3CC(C)C)CC2)cc1OC	-0.6	36	-10	0	?	-3	2
COc1ccc2c3c([nH]c2c1)[C@@H](CO)N(C(=O)c1cnccn1)CC31CCN(S(C)(=O)=O)CC1	1.0	30	nt	nt	34*	nt	13
O=C(Nc1ccc2c(c1)CCC2)c1cc(F)cc(F)c1	4.3	-13	-1	-225	-1	-6	-135
N#Cc1ccccc1NC(=O)c1cccc(COc2ccc(Cl)cc2Cl)c1	nt	-27	-2	10	nt	3	nt
COc1c(C)cccc1C(=O)Nc1ccc(OCC(=O)N2CCOCC2)cc1C	3.4	-1	-6	12	-10	7	-13
Cc1ccc(-c2ccc(CN3C(C(C)C)C(=O)N(Cc4cn(Cc5ccco5)nn4)CCS3(=O)=O)cc2)cc1 (stereo not drawn)	0.8	nt	7	17	28*	3	1
COc1ccc(CNC(=O)C[C@@H]2C=C[C@@H](NC(=O)c3ccc4c(c3)OCO4)[C@H](CO)O2)cc1	-1.7	9	-16	6	44*	-10[16.7 µM]	-5
CN(CC(=O)Nc1ccc(Cl)c(Cl)c1)C(=O)CN1C(=O)NC2(CCCC2)C1=O	-0.4	-9	-10	-8	3	-5	-2
CCCC#Cc1ccc2c(c1)O[C@@H](CN(C)C(=O)CN(C)C)[C@@H](C)CN([C@H](C)CO)S2(=O)=O	3.2	4	3	-19	19	-13[16.7 µM]	-10
COC(=O)c1ccc(CN2C(=O)C(Cc3ccccc3)ON=C2c2ncccc2C)o1 (stereo not drawn)	-7.3	-12	-1	-15	5	nt	-7
O=C(Oc1ccc(Cl)c2cccnc12)N1CCOCC1	nt	nt	-5	-10	nt	-5	nt
S=c1[nH]ncn2c1cc1oc3ccccc3c12	nt	2	2	-39	-1	0	-21
O=C(NCCCN1CCOCC1)C(=O)NCC1OCCN1S(=O)(=O)c1ccc(Br)cc1 (stereo not drawn)	-1.0	-10	2	7	6	-5	5
C[C@@H]1CN([C@H](C)CO)C(=O)c2cc(NC(=O)Nc3ccc(F)cc3)ccc2O[C@@H](C)CCCCO[C@H]1CN(C)C(=O)c1ccccc1	1.2	-10	nt	55	11	nt	nt
O=C(O)CSc1nc2ccc(Br)cc2[nH]1	-0.7	11	7	13	4	0	4

Shown with values under each structure: entries from further up
Order of results: CFTR F508del cor	INS-1E GSIS act	FN deposit inh	PAX8 reporter	DENV2 CPE rescue	miR-122 sensor	EWS-Fli block
CCN1[C@H](C(=O)N(C)C)[C@@H](CO)[C@@H]2Cn3c(ccc(-c4cccc(C(=O)N(C)C)c4)c3=O)[C@@H]21
    nt	7	nt	nt	4	nt	1
O=C(Nc1ccnn1C1CCN(Cc2ccn[nH]2)CC1)c1ccccc1
    -2.1	5	nt	3	-3	-2	-1
